AmpC no deterg: qHTS Inhibitors of AmpC Beta-Lactamase (assay without detergent); P00811; AmpC nitrocefin hydrolysis, absorbance 480 nm, 0.0001% Triton; Potency, µM (titrated, usually from 57.1 µM), for the others: top-dose activity change, negative = inhibition, usual class: inhibitors; 330,000 compounds, 0.52% hits; AID 485341, 2010;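 note: potency is the fitted concentration of half-maximal effect; plate controls were no compound for no effect and no enzyme for full effect; nearly all actives have a fitted effect of over 20% in size; some results filed as inactive show a strong effect at the top dose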
Target sequence (P00811 whole entry, looked up): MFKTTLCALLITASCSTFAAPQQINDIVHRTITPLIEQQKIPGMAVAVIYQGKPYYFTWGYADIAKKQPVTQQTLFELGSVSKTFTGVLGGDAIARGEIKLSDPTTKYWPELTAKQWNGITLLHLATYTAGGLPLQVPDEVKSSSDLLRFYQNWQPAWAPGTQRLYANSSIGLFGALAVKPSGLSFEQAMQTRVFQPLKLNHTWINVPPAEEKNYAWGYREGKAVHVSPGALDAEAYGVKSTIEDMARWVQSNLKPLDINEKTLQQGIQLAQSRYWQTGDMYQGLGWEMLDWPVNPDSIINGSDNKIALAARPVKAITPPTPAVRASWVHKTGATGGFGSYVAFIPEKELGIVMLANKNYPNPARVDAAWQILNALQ
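AmpC (5.3 nM in the dispensed reagent) in 20 mM phosphate pH 7.0 with 0.01% (detergent screen) or 0.0001% Triton X-100 was preincubated with compounds for 15 min at room temperature. Nitrocefin was then added from an 800 uM solution, and hydrolysis was followed at 480 nm.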
AMA1-RON2 inh: qHTS for Inhibitors of AMA1-RON; Towards Development of Antimalarial Drug Lead: Primary Screen; Potency, µM (titrated, usually from 58.2 µM), without a hit: at the highest dose activity change, negative = inhibition, hits mostly inhibitors; AlphaScreen AMA1-biotinylated RON2 peptide binding; 360,000 compounds, 0.2% hits; AID 720542, 2013;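 note: potency is the fitted concentration of half-maximal effect; 0% = vehicle wells and -100% = peptide control; nearly all actives have a fitted effect of over 45% in size; some results filed as inactive show a strong effect at the top dose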
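AMA1 (3D7) with his tag at 25 nM final met compounds first, then biotinylated RON2 peptide at 25 nM; detection used donor plus acceptor beads, 10 µg/mL apiece, read by AlphaScreen after 30 min at room temperature.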
HCV inh: qHTS Assay for Inhibitors of Hepatitis C Virus (HCV); 340,000 compounds, 3.4% hits; Potency, µM (top dose mostly 41.8 µM), inactives show at the top dose activity change, negative = inhibition, usual class: inhibitors; Huh7.5.1 HCVcc-Cre infection, luciferase reporter, 44 h; note: potency is the fitted concentration of half-maximal effect
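Infectious HCV cell culture screen: compound-treated cells (1,000/well, pre-plated 4 h) are infected with HCVcc-Cre at roughly 0.5 moi and grown 44 h. Infection is quantified by luciferase signal after 15 min substrate incubation at room temperature.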
AmpC inh detg: qHTS Inhibitors of AmpC Beta-Lactamase (assay with detergent). P00811. AmpC hydrolysis of nitrocefin, absorbance 480 nm, 0.01% Triton. Potency, µM (series often up to 114 µM), for the others: at the top dose activity change, negative = inhibition, usual class: inhibitors. 370,000 compounds, 0.041% hits;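 note: potency is the fitted concentration of half-maximal effect; 0% = no-compound wells and -100% = no-enzyme wells; nearly all actives have a fitted effect of over 25% in size; some results filed as inactive show a strong effect at the top dose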
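20 mM phosphate pH 7.0 + 0.01% (detergent screen) or 0.0001% Triton X-100; 5.3 nM AmpC reagent; cpd preinc 15 min RT; nitrocefin (800 uM stock) to start; A480 q20 s × 4 min; Activity was normalised to no-enzyme and no-compound control wells.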
HCMV inh: qHTS Assay for inhibitors of the human cytomegalovirus (HCMV) | 410,000 compounds, 4.5% hits | HFF cells, HCMV-luciferase reporter, 72 h; active compounds read low | activity change, negative = inhibition, % at 57.5 µM; in the data active = activity change below about -60%; inconclusive = no clear call, values can overlap the other calls; inactive = above about -39%
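HFF cells seeded 16 h at 37C, treated with compounds, infected with luciferase-reporter HCMV at MOI 1 PFU/cell; luciferase read at 72 h post infection, normalized to buffer-only and Salinomycin controls.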
Tb PYK inh: qHTS of Trypanosoma Brucei Inhibitors; pyruvate kinase (Trypanosoma brucei), Q57TT1; TbPYK enzyme, Kinase-Glo Plus ATP luminescence, 45 min; Potency, µM (doses to about 76.8 µM), for the others: top-dose activity, negative = inhibition, usual class: inhibitors; 410,000 compounds, 0.12% hits; AID 624173, 2012; note: potency is the fitted concentration of half-maximal effect; nearly all actives have a fitted effect of over 50% in size
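Screened from lowest to highest concentration, compounds were pinned into TbPYK/substrate mixtures, and ADP (130 uM final) was added. Plates sat at room temperature for 45 min prior to Kinase-Glo Plus detection by luminescence.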
LmPK inh: qHTS Assay for Inhibitors of Leishmania Mexicana Pyruvate Kinase (LmPK); Q27686; purified LmPK, Kinase-Glo ATP luminescence, 1 h; Potency, µM (doses to about 57.5 µM), for inactives: at the highest dose activity change, negative = inhibition, hits mostly inhibitors; 290,000 compounds, 0.37% hits; AID 1721, 2009; note: potency is the fitted concentration of half-maximal effect
Target sequence (Q27686 whole entry, looked up): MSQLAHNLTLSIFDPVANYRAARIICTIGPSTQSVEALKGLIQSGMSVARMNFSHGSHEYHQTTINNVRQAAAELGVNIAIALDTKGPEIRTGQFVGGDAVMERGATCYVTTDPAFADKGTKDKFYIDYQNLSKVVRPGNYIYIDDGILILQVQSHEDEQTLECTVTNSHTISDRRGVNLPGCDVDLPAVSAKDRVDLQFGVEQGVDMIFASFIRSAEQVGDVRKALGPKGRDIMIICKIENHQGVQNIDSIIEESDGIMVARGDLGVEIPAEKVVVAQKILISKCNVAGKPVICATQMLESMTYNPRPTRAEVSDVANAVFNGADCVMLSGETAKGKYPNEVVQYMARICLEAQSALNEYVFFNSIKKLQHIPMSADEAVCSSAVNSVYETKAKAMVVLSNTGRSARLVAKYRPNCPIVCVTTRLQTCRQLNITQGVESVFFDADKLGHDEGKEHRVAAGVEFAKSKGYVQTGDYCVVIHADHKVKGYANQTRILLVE
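0.1 nM LmPK, 0.5 mM PEP, 0.1 mM ADP; 50 mM imidazole pH 7.2, 7 mM MgCl2, 50 mM KCl; 1 h RT. Kinase-Glo luminescence readout, normalized to no-enzyme (full inhibition) and uninhibited wells.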
* hit, by the source's call; ? = inconclusive; . = no result given; & = joins results of further samples; [ ] = another dose, or the depositor's remark. Unless noted, calls come from the whole dose curve; as a rule, active = well fitted curve in the direction sought with a large enough effect; inconclusive = small, poorly fitted or top-dose-only effect, or another doubt; inactive = no such curve, though single readings can be large; an effect the other way counts as inactive or inconclusive. Unless noted, % is set by controls: 0 for no effect and ±100 for the full control effect.

SMILES	AmpC no deterg	AMA1-RON2 inh	HCV inh	AmpC inh detg	HCMV inh	Tb PYK inh	LmPK inh
CCCc1cc(C(=O)Cc2ccc(C(=O)OCC)o2)c(O)cc1O	-33%	-10%	-20%	2%	-16	-3%	1%
COc1ccc(S(=O)(=O)N(C)C[C@H]2Oc3c(NC(=O)Nc4ccc5c(c4)OCO5)cccc3C(=O)N([C@H](C)CO)C[C@@H]2C)cc1	219%[activator]	-23%	?	.	-22	-3%	.
CCOC(=O)C1=C(C)OC(N)=C(C#N)C1c1cc(C)sc1C (stereo not drawn)	-14%	-2%	17%	?	-7	-2%	-1%
Cc1ccc(NC(=O)CSCC(=O)N2c3ccccc3CCc3ccccc32)cc1	-11%	-3%	4%	-4%	-16	-6%	-1%
Cc1ccc(CNC(=O)c2cc(S(=O)(=O)N3CCOCC3)cn2C)cc1	4%	-22%	3%	3%	11	-4%	2%
C=CCC[C@H](Cc1ccc(F)cc1)C(=O)OC[C@H](Cc1c[nH]c2ccccc12)NC(=O)[C@@H](CC=C)CC(=O)N[C@@H](CO)Cc1ccccc1	-36%	9%	?	.	-86*	-2%	.
CCOc1ccc(N2CC(NS(=O)(=O)c3cccnc3)CC2=O)cc1 (stereo not drawn)	?	1%	8%[8.37 µM]	-14%	-39	1%	.
O=C(CSCc1ccccc1Cl)N1CCN(c2ccc(F)cc2)CC1	.	.	.	8%	?	-1%	.
CC(C)(C)c1ccc(C(=O)NC(=S)NCc2ccco2)cc1	-46%	55%[activator]	-11%	1%	-23	-10%	-6%
COc1cccc(-c2cnc(C(O)c3cccc(OC)c3)[nH]2)c1 (stereo not drawn)	.	-8%	.	.	32	2%	.
CC(CN1CCCCC1)NC(=O)c1cc(-c2ccccn2)nc2ccc(Cl)cc12 (stereo not drawn)	2%	11%	-28%	3%	-30	-8%	2%
CCCCN(C(=O)c1ccco1)c1nnc(-c2cc(OC)c(OC)c(OC)c2)s1	-2%	-16%	?	2%	6	6%	-5%
CC(C)(C)NNC(=S)Nc1ccc(S(=O)(=O)N2CCOCC2)cc1	-35%	38%[activator]	1%	-5%	3	1%	1%
COc1ccc(C(c2nnnn2-c2ccc3c(c2)OCCO3)N2CCC3(CC2)C(=O)NCN3c2ccccc2)cc1 (stereo not drawn)	.	-23%	.	.	-22	0%	.
CC(C)(C)c1[nH]ncc1[N+](=O)[O-]	-19%	6%	4%	3%	-15	1%	-6%

Given bar-delimited: part of the list above.
Structure | AmpC no deterg | AMA1-RON2 inh | HCV inh | AmpC inh detg | HCMV inh | Tb PYK inh | LmPK inh
CC(C)(C)NNC(=S)Nc1ccc(S(=O)(=O)N2CCOCC2)cc1 | -35% | 38%[activator] | 1% | -5% | 3 | 1% | 1%
COc1ccc(C(c2nnnn2-c2ccc3c(c2)OCCO3)N2CCC3(CC2)C(=O)NCN3c2ccccc2)cc1 (stereo not drawn) | . | -23% | . | . | -22 | 0% | .
CC(C)(C)c1[nH]ncc1[N+](=O)[O-] | -19% | 6% | 4% | 3% | -15 | 1% | -6%

Other results follow:
SMILES	AmpC no deterg	AMA1-RON2 inh	HCV inh	AmpC inh detg	HCMV inh	Tb PYK inh	LmPK inh
O=C(N/N=C/c1ccco1)C1CC1(c1ccccc1)c1ccccc1 (stereo not drawn)	-42%	-3%	?	-5%	?	-11%	-1%
O=C(O)C1Nc2c(O)cc(Cl)c([N+](=O)[O-])c2C2C=CCC12 (stereo not drawn)	7.1µM*	2.2µM*	-2%	40µM*	?	-26%	?
CC(C)CCOc1ccc(C(=O)NCC2OCCc3ccccc32)cc1 (stereo not drawn)	.	.	.	-2%	-17	0%	.
COc1ccc(N(CC(=O)Nc2ccccc2C(=O)N2CCOCC2)S(=O)(=O)c2ccc(F)cc2)cc1	59%	-3%	-1%	3%	-37	-15%	0%
COc1ccc(-c2csc(NC(=O)CCS(=O)(=O)c3ccccc3)n2)c(OC)c1	-37%	1%	?	0%	?	7%	4%
CCOC(=O)c1ccc[n+](C(C)C(=O)c2ccc(-c3ccccc3)cc2)c1 (stereo not drawn)	146%[activator]	?	-18%	-6%	-27	-8%	-5%
CCOC(=O)[C@]12CCCC=C1N(Cc1ccc3c(c1)OCO3)C(=O)[C@H](CC(=O)N1CCC(c3ccccc3)CC1)C2	.	-18%	.	.	23	-5%	.
CN(C)/C=C/c1c(C#N)c(=O)ncn1Cc1ccccc1	-7%	9%	0%	1%	-3	.	1%
C[C@H](CO)N1C[C@H](C)[C@@H](CN(C)S(C)(=O)=O)Oc2c(NC(=O)C3CCCCC3)cccc2C1=O	81%[activator]	-4%	10%	.	?	0%	.
O=[N+]([O-])c1cc(C(F)(F)F)ccc1NCCc1ccncc1	2%	11%	-1%	1%	?	-15%	0%
COc1cc(OC)cc(-c2cc3nc(C4CCN(C(=O)OC(C)(C)C)CC4)cc(=O)n3[nH]2)c1	17%	0%	?	-5%	26	0%	3%
O=C(CCS(=O)(=O)c1ccccc1)Nc1nnc(-c2ccco2)o1	0%	35%[activator]	14%	1%	44	-3%	-8%
O=C1CCCc2c1nn(-c1ccccc1)[n+]2[O-]	-11%	-10%	12%	-6%	8	1%	3%
CCOC(=O)c1c(S(=O)(=O)NCC(=O)Nc2cccc(C)c2)c(C)n(C)c1C	-2%	0%	10%	1%	8	6%	9%
CCCS(=O)(=O)c1c(S(=O)(=O)CCC)c2c(N)cccn2c1C(=O)c1ccccc1	-25%	4%	-12%	-1%	-20	-14%	-1%
CCOC(=O)CSc1nc2ccc(NC(=O)c3ccc(Cl)cc3)cc2s1	.	.	.	3%	33	?	.
COc1ccc(OCCOC(=O)CNC(=O)c2ccc(C)cc2)cc1	-8%	-12%	19%	-25%	-16	1%	.
O=C(O)c1cccc(NC(=O)c2cn(-c3ccccc3)nc2-c2ccc([N+](=O)[O-])cc2)c1	-29%	16%	20%	0%	6	-4%	5%
CSCCC(NC(=O)c1ccccc1)c1nc(-c2ccccc2)no1 (stereo not drawn)	-29%	.	.	-13%	.	.	-4%
CCOC(=O)c1sc(NC(=O)/C=C/c2cnn(C)c2C)c(C(=O)OC(C)C)c1C	-9%	4%	?	-5%	-23	-5%	4%
CN(Cc1ccccc1)C(=O)c1ccc(NC(=O)C2CCN(C(=O)OC(C)(C)C)CC2)cc1	50%	-8%	10%	.	?	-3%	.
CC(=O)NC(C)C(=O)OCc1ccc(Cl)cc1Cl (stereo not drawn)	1%	8%	3%	4%	76	-2%	0%
COc1ccc(NC(=O)CN(C)C(=O)c2ccc(N3CCOCC3)c([N+](=O)[O-])c2)cc1	-6%	9%	-7%	0%	-31	1%	.
COc1ccc(Cn2nc(C)n(N(C)c3ncc(C(F)(F)F)cc3Cl)c2=O)cc1	92%[activator]	20%	-14%	1%	2	-10%	8%
CN(C)C(=O)c1cccc(-c2cc(NC=O)c3ncc(-c4ccc(F)c(Cl)c4)n3c2)c1	.	34%[activator]	.	.	-1	-8%	.
COc1cc(NS(=O)(=O)c2ccc(N/C=C(\C#N)c3nc4cc(Cl)ccc4o3)cc2)nc(OC)n1	-40%	-9%	-11%	0%	-86*	6%	4%
COc1ccccc1NC(=S)N(Cc1ccc(Cl)cc1)CC1CCC(C(=O)O)CC1 (stereo not drawn)	-9%	-3%	12%	-1%	24	-1%	-4%
CCOC(=O)c1sc(NC(=O)Cn2nnc3sc4c(c3c2=O)CCCC4)nc1C	-59%	49%[activator]	16%	2%	?	-23%	0%
O=C(O)CN1CCN(Cc2ccc(F)cc2)C1=O	-3%	2%	6%	-8%	24	-2%	6%
COc1ccc(C(C)(C)C)cc1NC(=O)c1ccccc1-n1cnnn1	0%	-4%	-28%	.	0	2%	.
O=C(NCCOc1ccccc1)c1cc(S(=O)(=O)N2CCOCC2)ccc1F	13%	8%	19%	-3%	-25	-4%	-3%
Cc1cc(C)cc(-n2ccnc2SCC(=O)O)c1	-12%	8%	27%	2%	22	-2%	1%
CCOC(=O)c1ccn(CSc2c(F)c(F)cc(F)c2F)n1	-6%	-7%	-12%	1%	0	7%	.
COc1cccc(CN2CCC2(C)C(=O)Nc2cccc3cccnc23)c1F (stereo not drawn)	.	96%[activator]	.	.	1	7%	.
CC1CCCCC1NC(=O)COC(=O)c1ccccc1NC(=O)c1ccco1 (stereo not drawn)	-6%	-9%	20%	-3%	-29	3%	3%
CSCCC(NC(=O)COc1ccccc1)C(=O)OCC(=O)c1ccccc1 (stereo not drawn)	2%	-4%	-4%	3%	-11	7%	.
COc1cccc(S(=O)(=O)N2CCN(c3ccccc3F)CC2)c1	-31%	3%	?	-11%	-29	0%	1%
O=C(Nc1ccccc1)C1=C[C@@H](c2ccc(Br)cc2)C[C@@H](OCc2ccc(CO)cc2)O1	-4%	19%	?	6%	-11	-8%	10%
C=CCc1ccc(OCC(O)CN2CCN(Cc3ccc(Cl)cc3)CC2)c(OC)c1 (stereo not drawn)	226%[activator]	-10%	?	?	?	0%	3%
CCNC(=O)C1CC(=O)N(Cc2ccc3c(c2)OCO3)C(=Nc2ccc(F)cc2)S1 (stereo not drawn)	-15%	8%	-1%&3%	-1%	-15	0%	2%
O=C(CCCc1ccccc1)NC12CC3CC(CC(C3)C1)C2	-20%	0%	4%	-15%	155	-6%	9%
Cn1c(C(=O)O)c(CC(=O)Nc2ccc(F)cc2F)c2ccccc21	-26%	-3%	23%	-13%	33	-5%	-1%
FC(F)(F)c1cnc(Nc2ccc(N3CCOCC3)cc2)c(Cl)c1	58%	?	-1%	0%	-11	14%	-4%
COC(=O)c1ccccc1NC(=O)Cn1c(=O)n(-c2ccc(Cl)cc2)c(=O)c2c(C)c(C)sc21	.	.	.	6%	1	2%	.
CCOc1ccc(-n2c(SCC(=O)NC)nnc2-c2ccco2)cc1	5%	9%	17%	7%	-25	-2%	0%
Cc1cc(C)n2c(SCC(=O)Nc3ccccc3)nnc2n1	-17%	7%	12%	-7%	43	-5%	2%

Look-ups from the entries so far:
`O=C1CCCc2c1nn(-c1ccccc1)[n+]2[O-]` in HCMV inh has 8
`COc1cccc(CN2CCC2(C)C(=O)Nc2cccc3cccnc23)c1F` (stereo not drawn) in HCMV inh has 1

Screening data (PubChem BioAssay)
